# From PubChem BioAssay
# RGS4 inhibitor – Inhibitors of Regulator of G Protein Signaling (RGS) 4: qHTS; Potency, µM (highest dose often 114 µM), without a hit: top-dose activity change, negative = inhibition, most hits filed as inhibitors; 390,000 compounds, 0.039% hits; AID 504845, 2011; Regulator of G-protein signaling 4 (Homo sapiens), P49798; Transcreener GDP fluorescence polarization, RGS4-accelerated GTP hydrolysis; also: potency is read from the fitted curve at half-maximal effect; % is scaled to controls: 0 for no effect and ±100 for the full control effect; nearly all actives have a fitted effect of over 75% in size; some results filed as inactive show a strong effect at the top dose
# Target sequence (P49798 whole entry, looked up): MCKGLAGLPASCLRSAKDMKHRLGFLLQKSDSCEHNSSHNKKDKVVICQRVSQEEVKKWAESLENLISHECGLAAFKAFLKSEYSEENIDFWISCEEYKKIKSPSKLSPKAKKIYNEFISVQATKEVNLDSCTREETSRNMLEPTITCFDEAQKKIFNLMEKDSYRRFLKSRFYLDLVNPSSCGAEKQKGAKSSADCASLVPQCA
#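 MLSMR compounds (23 nl, pin-transferred) preincubated 10 min at room temperature with a 500nM (2x) first reagent, then RGS4 at 900nM (2x) plus Transcreener GDP mix added; fluorescence polarization (620/688 nm) read before and after 90 min at 30 °C.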
# Vif-A3G inh – qHTS for Inhibitors of Vif-A3G Interactions: qHTS; AID 602310, 2012; 410,000 compounds, 0.076% hits; HeLa A3G-eYFP + Vif (tagged APOBEC3G with the HIV-1 protein that degrades it), YFP fluorescence, overnight; DNA dC->dU-editing enzyme APOBEC-3G (Homo sapiens), Q9HC16; Potency, µM (series often up to 46.1 µM), for the others: top-dose activity, negative = active, usual class: inhibitors;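 also: potency is read from the fitted curve at half-maximal effect; % is scaled to controls: 0 for no effect and ±100 for the full control effect; nearly all actives have a fitted effect of over 60% in size; hits raise eYFP signal because A3G escapes Vif-driven loss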
# Target sequence (Q9HC16 whole entry, looked up): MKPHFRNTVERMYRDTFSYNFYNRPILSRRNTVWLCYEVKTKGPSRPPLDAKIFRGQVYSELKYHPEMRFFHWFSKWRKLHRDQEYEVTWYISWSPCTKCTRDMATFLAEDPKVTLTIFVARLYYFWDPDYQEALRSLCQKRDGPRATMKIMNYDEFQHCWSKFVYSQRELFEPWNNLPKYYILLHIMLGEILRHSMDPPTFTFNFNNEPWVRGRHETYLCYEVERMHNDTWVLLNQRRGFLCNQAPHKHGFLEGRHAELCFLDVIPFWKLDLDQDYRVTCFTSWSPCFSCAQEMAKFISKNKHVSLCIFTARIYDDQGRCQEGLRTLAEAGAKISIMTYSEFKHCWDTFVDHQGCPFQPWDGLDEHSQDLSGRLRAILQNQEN
#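 Read-out is eYFP fluorescence (Ex 488/Em 500-530) from Vif-expressing HeLa A3G-eYFP cells; more signal means A3G escaped Vif-mediated degradation. Cells plated overnight, compound pinned in, incubated overnight at 37 deg C.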
# Vif-A3F inh – qHTS for Inhibitors of Vif-A3F Interactions: qHTS. HeLa A3F-eYFP + Vif (tagged APOBEC3F with the HIV-1 protein that degrades it), YFP fluorescence increase. Potency, µM (doses to about 46.1 µM), inactives show top-dose activity, negative = active. 390,000 compounds, 0.2% hits. AID 602313, 2012; also: potency is read from the fitted curve at half-maximal effect; % of control where 0% means no effect; nearly all actives have a fitted effect of over 65% in size
#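 Fluorescence increase (Ex 488/Em 500-530) after overnight compound treatment at 37 deg C flags inhibition of Vif-driven A3F-eYFP loss in stable HeLa A3F-eYFP/Vif cells seeded overnight beforehand.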
# D2 antagonist – HTS Assay for Allosteric Antagonists of the Human D2 Dopamine Receptor: Primary Screen for Antagonists | D(2) dopamine receptor (Homo sapiens), P14416 | HEK293 TREx D2 cells, calcium flux, dopamine EC80 | inhibition, % at 10 µM | 340,000 compounds, 2% hits; in the data active = inhibition above about 30%; also: 0% is about no effect
# Target sequence (P14416 whole entry, looked up): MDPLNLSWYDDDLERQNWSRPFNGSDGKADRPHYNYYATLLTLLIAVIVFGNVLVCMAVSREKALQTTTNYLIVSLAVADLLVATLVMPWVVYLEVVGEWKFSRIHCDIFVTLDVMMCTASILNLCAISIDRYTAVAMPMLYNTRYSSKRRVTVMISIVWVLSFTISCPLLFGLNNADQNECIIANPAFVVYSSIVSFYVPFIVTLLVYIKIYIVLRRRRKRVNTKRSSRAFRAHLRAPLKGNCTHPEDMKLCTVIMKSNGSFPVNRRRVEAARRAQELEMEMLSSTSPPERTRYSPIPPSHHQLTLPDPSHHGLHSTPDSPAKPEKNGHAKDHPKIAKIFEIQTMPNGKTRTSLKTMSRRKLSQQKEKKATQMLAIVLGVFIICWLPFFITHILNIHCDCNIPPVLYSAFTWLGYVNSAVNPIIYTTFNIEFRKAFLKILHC
#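 Calcium flux kinetic readout in an inducible HEK293 TREx D2 line plated overnight at 30 C. After 180 s compound exposure, an EC80 dopamine challenge follows with another 180 s kinetic read to detect antagonism.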
# GRP78 ERSR act – qHTS for Inducers of the Endoplasmic Reticulum Stress Response (ERSR) in Human Glioma: qHTS | U87-MG GRP78 promoter luciferase reporter, 16 h | Potency, µM, for the others: top-dose activation, hits mostly activators | 420,000 compounds, 0.02% hits; also: potency is read from the fitted curve at half-maximal effect; series mostly up to about 76 µM; % of control where 0% means no effect; nearly all actives have a fitted effect of over 35% in size
#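 Stably transfected U87-MG human glioma cells carrying a GRP78-based luminescent sensor were seeded at 1000 cells/well, pin-dosed with compounds and incubated 16 h. Luciferase reagent was then added, and end-point luminescence was read after 10 min at room temperature.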
# D2 ag – HTS Assay for Allosteric Agonists of the Human D2 Dopamine Receptor: Primary Screen for Agonists. HEK293 T-REx D2 cells, calcium flux agonist mode. 340,000 compounds, 0.53% hits. activation, % at 2 µM;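 active = activation over 3 SD above normal in the single-dose calcium agonist read, cut at about 30% in these data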; also: 0% is about no effect
#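 In this primary screen, compounds producing a positive calcium signal within 180 s of addition to tetracycline-induced, force-coupled HEK293 Trex D2 cells are flagged; cells are dye-loaded with a no-wash calcium kit beforehand.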
# ERG-DNA inh – qHTS for Small Molecule Inhibitors of the ERG Ets/DNA interaction; Transcriptional regulator ERG (Homo sapiens), P11308; AID 624246, 2012; Potency, µM (doses to about 76.9 µM), for the others: at the highest dose FP activity, negative = inhibition, most hits filed as inhibitors; fluorescence polarization, His-ERG Ets domain / labelled DNA; 370,000 compounds, 0.028% hits; active = well fitted inhibition curve with a large enough effect in the polarisation, with a control signal flat; inconclusive = small, poorly fitted or top-dose-only effect, or effect the other way, or a change in a side signal; inactive = no such curve, though single readings can be large or run the other way; the % refers to the polarisation;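 also: polarization taken with two DNA probes labelled with fluorescein and Texas red; potency is read from the fitted curve at half-maximal effect; % of control where 0% means no effect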
#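 His-tagged ERG Ets domain (1 uM in the protein solution; 300mM KCl, 50mM Tris-HCl, 1mM EDTA, 1mM DTT, pH 7.5) received compound, then a probe mix of 5 nM fluorescein-DNA and 100nM Texas-615-DNA. Fluorescence polarization was read for both dyes.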
# ALOX12 inh – Primary qHTS assay for inhibitors of human arachidonate 12S-lipoxygenase (ALOX12): Round 2; Polyunsaturated fatty acid lipoxygenase ALOX12 (Homo sapiens), P18054; purified 12hLO, xylenol orange hydroperoxide absorbance; Potency, µM (doses to about 108 µM), for inactives: at the top dose activity change, negative = inhibition, usual class: inhibitors; 580,000 compounds, 1.1% hits; AID 1671190, 2021; also: potency is read from the fitted curve at half-maximal effect; % is scaled to controls: 0 for no effect and ±100 for the full control effect
#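 Purified human 12hLO at 150 nM in 25 mM Hepes, 0.01% Triton X-100, pH 7.0, preincubated 15 min at room temperature with compound. Reaction started with 40 uM arachidonic acid, 30 min at room temperature. Hydroperoxide measured by Fe-xylenol orange, 573/405 nm absorbance ratio.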
# LDHA inh – qHTS assay for inhibitors of human lactate dehydrogenase. L-lactate dehydrogenase A chain (Homo sapiens), P00338. purified LDHA, NADH/diaphorase-resazurin fluorescence; stronger effect = lower value. activity change, % (values are at about 110 or 230 µM). 480,000 compounds, 0.15% hits. AID 1347041, 2019; in the data active = activity change below about -30%; inconclusive = mostly about -25% to -30%;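 also: plate controls were DMSO wells for no effect and wells without enzyme for full effect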
#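 Human LDH5 at 2 nM final in Tris HCl pH 7.4 with 0.06 mM NADH and 0.2 mM pyruvate, reacted 5 minutes at room temperature. Remaining NADH coupled via diaphorase/resazurin; resorufin fluorescence read at 0 and 20 minutes, normalized to enzyme-free and DMSO wells.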
# * hit, by the source's call; ? = inconclusive; nt = no result given; & = joins results of further samples; [ ] = another dose, or the depositor's remark. Unless noted, calls follow the shape of the dose curve; as a rule, active = well fitted curve in the direction sought with a large enough effect; inconclusive = small, poorly fitted or top-dose-only effect, or another doubt; inactive = no such curve, though single readings can be large; an effect the other way counts as inactive or inconclusive.
SMILES,RGS4 inhibitor,Vif-A3G inh,Vif-A3F inh,D2 antagonist,GRP78 ERSR act,D2 ag,ERG-DNA inh,ALOX12 inh,LDHA inh
C/C(=N\Nc1cccc([N+](=O)[O-])c1)c1cc2ccccc2o1,-36%[56.9 µM],2%,0%,-10,9%,-0.3,7%,0%,2
C=CCn1c(CCNC(=O)c2cccs2)nnc1SCC(=O)Nc1cccc(C(C)=O)c1,-7%,-1%,1%,34*,-1%,-0.4,-20%,6%,-4
Cn1nc(-c2ccc(OCC(=O)Nc3ccccc3)cc2)c2ccccc2c1=O,3%&6%,-6%,-10%,14,3%,-0.5&0.5,-1%&9%,-3%&-1%&-20%,4&3&0
COc1ccc(NC(=O)CN2CCN(Cc3ccccc3)CC2)cc1,14%,-1%,12%,-3,-2%,-1.6,-5%,-1%,-5
COc1ccccc1-c1cc(NC(=O)COc2ccc(C)c(C)c2)n(-c2ccccc2)n1,5%,0%,1%,nt,-4%,1.5,-2%,-8%,0
Cc1ccc(N(CCC(=O)NC(C)(C)C)S(=O)(=O)c2ccc(C)cc2)cc1,17%,-6%,14%,-6,-4%,-3.6,13%,-2%,-3
CCCc1nc([N+](=O)[O-])c(S(=O)(=O)c2ccccc2)n1CC(C)C,8%,-24%,6%,-9,-12%,-1.7,-6%,-4%,-3
CCOc1ccc(CCNC(=O)C2CCN(Cc3nc(-c4ccc(OC)c(OC)c4)oc3C)CC2)cc1OCC,-17%,2%,-1%,nt,-2%,0.2,3%,-24%,-1
Cc1ccc(CNC(=O)c2nnn(-c3cccc(C)c3)c2N)cc1,-30%[11.4 µM],-7%,3%,nt,2%,nt,6%,?,-2
NCCN1CCN(S(=O)(=O)c2ccc([N+](=O)[O-])cc2)C=C1c1ccc(Cl)cc1,-23%,0%,-8%,2,0%,0.4,7%,?,-9
CN(C)c1ncc(CN2CCC(C(=O)Nc3ccc(-n4cccn4)cc3)CC2)s1,26%,-1%,-7%,-7,-2%,1.4,1%,-12%,-2
O=c1c2[nH]c3ccc(Cl)cc3c2ncn1Cc1ccccn1,-9%,0%,-4%,-15,-4%,-2.6,-1%,-11%,-10
CCOC(=O)C1CCN(C(=O)Cn2c(=O)oc3cc(S(=O)(=O)N4CCC(C)CC4)ccc32)CC1,-6%,-5%,0%,nt,-1%,-0.9,-6%,-15%,2
NC(=O)c1cc(S(=O)(=O)NCCCc2ccco2)cs1,-10%,0%,0%,6,-4%,-0.5,-3%,9%,-1
COc1ccccc1C(=O)NC(=S)Nc1ccc(Cc2ccncc2)cc1,?,-6%,-8%,5,-5%,14,8%,?,0
O=C(c1ccc(CS(=O)Cc2cccc(Cl)c2)o1)N1CCN(c2ccc(F)cc2)CC1 (stereo not given),nt,1%,9%,nt,-6%,nt,nt,-21%,-6
COc1ccc(CCNC(=O)Cc2cc3c(cc2[N+](=O)[O-])OCO3)cc1OC,8%,0%,6%,nt,0%,nt,1%,-16%,1
Cc1ccc2nc(SCC(=O)NCc3cccs3)c(C#N)cc2c1,6%,1%,-1%,14,-3%,0.9,-16%,3%,-5
O=C(O)c1cc(-c2ccccn2)n[nH]1,7%,0%,-6%,nt,0%,nt,3%,2%,0
N#CC(c1ccc(Cl)cc1)c1ccc2c(C(F)(F)F)cc(C(F)(F)F)nc2n1 (stereo not given),23%,-10%,-10%,0,-2%,-0.9,-1%,29%,-3
CCOC(=O)CSc1nc2ccccc2c(=O)n1CC(C)C,3%,-1%,-1%,-9,-1%,1.4,4%,-24%,-7
O=C(Nc1cccc(Oc2ccc3c(c2)C(=O)NC3=O)c1)c1ccco1,-14%,1%,3%,14,-1%,-1.1,nt,-8%,2
CCC(Sc1nc(-c2ccc(F)cc2)nc2c1Cc1c(CO)cnc(C)c1O2)C(=O)Nc1ccc(F)cc1 (stereo not given),-4%,-1%,1%,nt,0%,1.1,-2%,-1%,-4
COc1ccc(/C=N/NC(=O)c2cc(-c3cccc(C)c3)nc3ccccc23)cc1O,25%,-13%,-22%,nt,3%,nt,16%,0%,-4
C#Cc1ccc([C@H]2C=C(C(=O)NCc3ccccc3)O[C@@H](OCc3ccc(CO)cc3)C2)cc1,-27%,-7%,5%,nt,-6%,nt,-2%,1%,1
Cc1c(OC(C)C(=O)NCc2ccncc2)ccc2c3c(c(=O)oc12)CCCC3 (stereo not given),8%,0%,-4%,0,-4%,0.8,-2%,-2%,-4
C[C@H](CO)N1C[C@H](C)[C@@H](CN(C)C)Oc2c(NS(=O)(=O)c3ccccc3)cccc2C1=O,1%,3%,-1%,nt,-3%,nt,7%,0%,-11
COc1ccc(C(=O)NCc2ccc3c(c2)OCO3)c(OC)c1,?,0%,4%,-7,-3%,0.6,1%,11%,-5
O=S1(=O)N=C(N=Nc2c(O)[nH]c3ccccc23)c2ccccc21,5%,-1%,-7%,-18,-3%,-2.9,5%,-18%,-3
O=C(COC(=O)C12CC3CC(CC(Cl)(C3)C1)C2)N1CCCCC1,5%,0%,?,nt,3%,nt,-4%,7%,-6
CCc1ccc(-c2nc(SCC(=O)c3c(N)n(C4CC4)c(=O)[nH]c3=O)n[nH]2)cc1,5%,0%,3%,-11,2%,-0.2,3%,?,-5
O=C(COC(=O)c1ccccc1NC(=O)c1ccco1)NC1CCS(=O)(=O)C1 (stereo not given),-19%,1%,1%,4,-2%,1.9,-21%,-18%,-5
CC(=C/c1ccc(C(C)C)cc1)/C=N/NC(=O)CSc1ccccn1,9%,2%,?,-16,1%,0.5,4%,1%,-3
C=CCOc1ccc(CNCc2cccnc2)cc1,-26%,0%,3%,1,5%,-1.2,15%,19%,-1
COCCn1c(COc2cccc(OC)c2)nnc1SCC(=O)NC1CCCCC1,21%,1%,-14%,18,-2%,0.4,8%,1%,-6
O=C(CN1C(=O)NC2(CCCCC2)C1=O)Nc1ccc2c(c1)CCC2,11%[56.9 µM],-4%,-1%,8,-1%,1.0,-6%,-18%&0%,-12
Cc1ccc(C)c(N2CCN(C(=O)CCc3c(C)nc4c(c3C)c(=O)n(C)c(=O)n4C)CC2)c1,-5%,-4%,1%,nt,-1%,0.5,-3%,-16%,3
N#Cc1ccccc1NC(=S)NC(=O)c1cccnc1,-19%,-6%,-2%,16,-1%,0.5,-3%,?,-2
COc1ccc(N2CCN(S(=O)(=O)CCNC(=O)/C=C/c3ccc4c(c3)OCO4)CC2)cc1,-20%,-9%,-1%,13,-4%,-0.8,-11%,4%,-11
CCSc1nc(C)nc2sc(C)c(C)c12,-7%[11.4 µM],1%,0%,-1,-2%,0.4,-5%,14%,-1
COCC(=O)Nc1cc(C(=O)OC)cc(C(=O)OC)c1,6%,-1%,5%,-3,-2%,0.6,1%,18%,-9
COc1cc(NC(=O)c2cnn3c(C(F)F)cc(C4CC4)nc23)c(OC)cc1Cl,17%,0%,-24%,3,-1%,0.5,7%,0%,0
COc1ccc(N[C@@H]2CCN3C(=O)c4ccccc4[C@@H]3C[C@H]2O)cc1,6%,-3%,4%,nt,-2%,nt,-4%,3%,6
O=C(Nc1ccc(C(=O)O)cc1)/C(=C\c1ccccc1)NC(=O)c1ccccc1,-33%,-1%,2%,6,-1%,0.4,4%,?,-1
O=C(c1ccccc1)C1CCN(C(=O)c2cccs2)CC1,-23%,-1%,-10%,-4,-8%,-1.6,-3%,-23%,-2
COc1ccc(N2C(=O)C3CC=C(Cl)CC3C2=O)cc1 (stereo not given),22%,1%,0%,-21,-1%,-1.1,1%,-20%[57.4 µM],-4
CCN(CC1CCCO1)C(=O)CCc1nnc(Cc2ccc3c(c2)OCO3)o1 (stereo not given),-8%,-1%,2%,-5,-2%,0.9,41%[activator],?,-13
Nn1c(SCC(=O)Nc2ccccc2Oc2ccccc2)nnc1C1CC1,-21%,2%,7%,-6,1%,-0.7,4%,7%,-4
Cc1nc(SCC(=O)NCc2ccco2)nc(C)c1C,8%,2%,-3%,6,0%,1.3,0%,0%,4
CCc1nc(SCC(=O)Nc2cc(OC)ccc2OC)c2c(C)c(C)sc2n1,-10%,-7%,6%,19,-6%,-0.8,-6%,1%,-1
Cc1ccc(NC(=O)CCN2C(=O)C3CC=CCC3C2=O)cc1Cl (stereo not given),4%,1%,2%,-14,-1%,0.4,10%,-21%,-5
N#Cc1cc2c(nc1SCC(=O)Nc1sc3c(c1C#N)CCC3)CCC2,-45%,1%,4%,-4,7%,-0.3,-4%,-1%,-4
CCOC(=O)N1CCC(N2C(=O)c3ccccc3C2Nc2ccc(Cl)cn2)CC1 (stereo not given),15%,2%,1%,-7,-2%,0.8,9%,27%,-2

# A portion of the library; rates above refer to the full screens.
